PLK1 inh = human PLK1 kinase inhibitors, primary screen, biochemical, TR-FRET; Serine/threonine-protein kinase PLK1 (Homo sapiens), P53350; AID 619, 2007; inhibition, % at 10 µM; recombinant PLK1 kinase, TR-FRET peptide phosphorylation; 97,000 tested, 0.53% active;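 active = inhibition of 50% or more in the single-concentration screen; inactive = inhibition below 50%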;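 note: 0% = DMSO max control and 100% = H-89 dihydrochloride min control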
Rev-RRE block = HIV-1 Rev-RRE binding inhibitors, primary screen, biochemical, FRET, protein-RNA interaction; Rev peptide-RRE RNA binding; inhibition, % at 8 µM; 97,000 tested, 0.79% active; AID 704, 2007;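 active = inhibition above the screen-wide mean plus 3 SD, cut at about 35% in these data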;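 note: 0% = median DMSO wells and 100% = median Neomycin B control wells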
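Test system – labelled RRE RNA duplex and labelled Rev peptide · Signal – fluorescein-to-Cy5 FRET, 480 nm excitation · Evaluation – % inhibition of FRET ratio versus controls · Benchmarks – DMSO low control, neomycin B high control · Incubation – 5 min RNA-compound premix plus 15 min binding step, 25 °C · Medium – HEPES pH 7.5 salt buffer with EDTA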
CD11b adhes enh = enhancers of CD11b/CD18 adhesion to fibrinogen, primary screen, K562 cells, luminescence | Integrin beta-2 (Homo sapiens) + Integrin alpha-M (Homo sapiens), P05107+P11215 | ATPlite luminescence | activation, % at 10 µM | 93,000 tested, 0.07% active | AID 1499, 2009;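 active = 10 µM primary screen giving 50% or more activity, confirmed by 40% or more on retest at that dose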; note: strong numbers were not always called active
Plk1 PBD FP = Plk1 polo box domain binding inhibitors, primary screen, biochemical, fluorescence polarization; 97,000 tested, 0.13% active; AID 693, 2007; Plk1 PBD phosphopeptide binding; inhibition, %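 (tested at about 20 µM)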; Serine/threonine-protein kinase PLK1 (Homo sapiens), P53350; in the data active = inhibition above about 34%, passing the limit was not always enough
CD11b adhes inh = inhibitors of CD11b/CD18 adhesion to fibrinogen, primary screen, K562 cells, luminescence; Integrin beta-2 (Homo sapiens) + Integrin alpha-M (Homo sapiens), P05107+P11215; ATPlite luminescence; Mn2+ added to activate the integrin; inhibition, % at 10 µM; 93,000 tested, 0.54% active; AID 1497, 2009;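 active = primary inhibition of 50% or more at 10 µM, then 40% or more on retest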; note: some results filed as inactive read as strong as hits
ERb SRC1 inh = inhibitors of ERβ-SRC1 coactivator interaction, primary screen, biochemical, TR-FRET, ERβ LBD, SRC-1 peptide; inhibition, % at 25.6 µM; TR-FRET ER-beta LBD / SRC1-Cy5 peptide binding; receptor agonist-loaded with 1 µM estradiol; Estrogen receptor beta (Homo sapiens), Q92731; 86,000 tested, 1.3% active;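 active = compounds whose percent inhibition of the receptor-coactivator binding signal exceeds about 50% in the single-dose screen, limit read from the data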;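 note: 0% = receptor plus peptide wells without compound and 100% = peptide-only wells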
ERa coact inh = ERα–SRC-1 coactivator interaction inhibitors, primary screen, biochemical, TR-FRET, ERα LBD, estradiol-bound; Estrogen receptor (Homo sapiens), P03372; TR-FRET ER-alpha LBD / SRC-1 peptide; inhibition, % at 25.6 µM; 86,000 tested, 1.7% active; in the data active = inhibition above about 50%;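 note: 0% = receptor plus peptide control and 100% = peptide only without receptor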
ERa coact pot = enhancers of ERα–SRC-1 coactivator binding, primary screen, biochemical, TR-FRET, ERα LBD, low estradiol | Estrogen receptor (Homo sapiens), P03372 | TR-FRET ERalpha-LBD/SRC-Cy5 coactivator binding, 2 h; 100 = basal binding, no effect | coactivator binding (% of control), % at 25.6 µM | 86,000 tested, 1.3% active; in the data active = activity above about 200%;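 note: binding measured in presence of low estradiol as agonist stimulus; 0% = peptide alone without receptor and 100% = receptor with peptide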
FAK blocker = FAK kinase inhibitors, primary screen, biochemical; 97,000 tested, 0.84% active; biochemical FAK kinase activity assay; inhibition, %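 (tested at 7 µM)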; Focal adhesion kinase 1 (Homo sapiens), Q05397; in the data active = inhibition above about 19%;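 note: 0% = DMSO and 100% = reference compound high control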
Target sequence (Q05397 whole entry, looked up): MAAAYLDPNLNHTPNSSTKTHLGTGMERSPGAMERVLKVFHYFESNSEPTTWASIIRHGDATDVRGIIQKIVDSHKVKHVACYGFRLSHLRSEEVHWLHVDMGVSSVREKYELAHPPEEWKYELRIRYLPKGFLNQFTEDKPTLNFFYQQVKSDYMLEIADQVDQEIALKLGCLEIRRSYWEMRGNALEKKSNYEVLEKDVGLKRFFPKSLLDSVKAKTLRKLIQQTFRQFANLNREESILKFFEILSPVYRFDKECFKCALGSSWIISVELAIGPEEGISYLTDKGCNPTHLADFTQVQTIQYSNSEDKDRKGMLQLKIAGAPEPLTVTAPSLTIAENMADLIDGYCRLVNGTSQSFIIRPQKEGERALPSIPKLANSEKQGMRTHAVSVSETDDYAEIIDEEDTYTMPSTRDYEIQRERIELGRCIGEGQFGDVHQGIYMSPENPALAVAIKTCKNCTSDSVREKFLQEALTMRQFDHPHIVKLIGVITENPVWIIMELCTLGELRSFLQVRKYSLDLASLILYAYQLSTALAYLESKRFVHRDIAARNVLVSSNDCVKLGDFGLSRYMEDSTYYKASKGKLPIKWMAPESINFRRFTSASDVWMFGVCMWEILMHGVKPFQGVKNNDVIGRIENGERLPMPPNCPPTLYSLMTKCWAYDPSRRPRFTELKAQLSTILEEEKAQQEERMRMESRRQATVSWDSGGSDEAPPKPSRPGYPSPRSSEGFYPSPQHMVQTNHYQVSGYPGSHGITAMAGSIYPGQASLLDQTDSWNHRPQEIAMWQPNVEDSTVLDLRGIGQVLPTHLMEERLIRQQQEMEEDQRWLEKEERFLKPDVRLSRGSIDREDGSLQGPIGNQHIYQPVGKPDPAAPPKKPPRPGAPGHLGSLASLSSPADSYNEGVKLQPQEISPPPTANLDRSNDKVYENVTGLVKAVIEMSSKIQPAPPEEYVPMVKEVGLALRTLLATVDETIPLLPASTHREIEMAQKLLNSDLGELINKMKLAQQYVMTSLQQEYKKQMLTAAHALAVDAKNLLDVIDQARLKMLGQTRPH
* = called active by the depositor; · = no result given; [ ] = another dose, or the depositor's remark.

SMILES	PLK1 inh	Rev-RRE block	CD11b adhes enh	Plk1 PBD FP	CD11b adhes inh	ERb SRC1 inh	ERa coact inh	ERa coact pot	FAK blocker
CC(C)=CC(=O)Nc1nnc(C(C)C)s1	-6.4	4.1	·	-5.5	·	-8.6	-1.8	110.9	3.5
COc1ccc(CN(C(=O)c2nsc(Cl)c2Cl)C(C(=O)NC2CCCCC2)c2ccc(OC)cc2)cc1 (stereo not drawn)	0.8	1.8	·	-26.8	·	·	·	·	-5.8
O=C(c1cccnc1)N1CCc2ccccc21	-15.9	10.5	-2.6	11.5	-1.1	1.7	-8.4	86.6	1.1
Nc1csnc1C(=O)O	·	·	-1.1	·	-7.4	-6.0	-2.5	131.0	·
CCCCCCOc1ccc(-c2ccc(C#N)cn2)cc1	7.7	16.0	1.1	0.0	1.1	·	·	·	7.7
CCc1ccc(CC)c(S(=O)(=O)Nc2ccc(O)c(C(=O)O)c2)c1	-11.7	5.4	0.9	10.2	-1.8	-8.7	-20.8	86.6[fluorescence artefact?]	-2.5
O=C(O)c1ccc(Cl)cc1NC(=O)C1CCCO1 (stereo not drawn)	-9.8	9.4	-4.3	-22.5	-1.9	-19.4[fluorescence artefact?]	-17.9	127.8	-2.6
O=C1N2CCCc3cccc(c32)C12Nc1ccccc1S2 (stereo not drawn)	-4.8	7.1	-1.9	16.2	9.2	12.8	9.3	78.8	-3.5
COc1cc(/C=C/C(=O)NCc2cccnc2)cc(OC)c1OC	-6.9	3.8	·	-3.4	·	·	·	·	2.1
CCOC(=O)c1cnc(-n2nc(C)cc2C)nc1N(C)C	-7.2	-2.9	-2.9	-4.3	-2.1	-3.7	0.0	181.0[fluorescence artefact?]	0.9

Compound profiles (already shown).
CCc1ccc(CC)c(S(=O)(=O)Nc2ccc(O)c(C(=O)O)c2)c1 is listed with PLK1 inh = -11.7; Rev-RRE block = 5.4; CD11b adhes enh = 0.9; Plk1 PBD FP = 10.2; CD11b adhes inh = -1.8; ERb SRC1 inh = -8.7; ERa coact inh = -20.8; ERa coact pot = 86.6[fluorescence artefact?]; FAK blocker = -2.5
O=C(O)c1ccc(Cl)cc1NC(=O)C1CCCO1 (stereo not drawn) is listed with PLK1 inh = -9.8; Rev-RRE block = 9.4; CD11b adhes enh = -4.3; Plk1 PBD FP = -22.5; CD11b adhes inh = -1.9; ERb SRC1 inh = -19.4[fluorescence artefact?]; ERa coact inh = -17.9; ERa coact pot = 127.8; FAK blocker = -2.6
Nc1csnc1C(=O)O is listed with PLK1 inh = ·; Rev-RRE block = ·; CD11b adhes enh = -1.1; Plk1 PBD FP = ·; CD11b adhes inh = -7.4; ERb SRC1 inh = -6.0; ERa coact inh = -2.5; ERa coact pot = 131.0; FAK blocker = ·

Carrying on:
SMILES	PLK1 inh	Rev-RRE block	CD11b adhes enh	Plk1 PBD FP	CD11b adhes inh	ERb SRC1 inh	ERa coact inh	ERa coact pot	FAK blocker
COc1ccc(C(=O)N(CC2CCCO2)C(C(=O)NC2CCCC2)c2ccc(Cl)cc2)cc1OC (stereo not drawn)	-3.4	3.9	-2.8	-32.9	-2.4	·	·	·	-5.0
O=C(NC(NC(=O)c1ccccc1)C(=O)c1ccccc1)c1ccccc1	-12.7	3.3	·	-16.1	·	1.6[fluorescence artefact?]	-1.9[fluorescence artefact?]	106.9	1.7
N#Cc1cc2ccccc2nc1SCc1ccccn1	-9.3	4.8	2.5	15.4	4.5	-3.7	-8.8	84.7	2.8
COc1ccc2cc(CN(CC3COCCO3)S(=O)(=O)c3ccccc3)c(=O)[nH]c2c1 (stereo not drawn)	0.3	-1.3	1.7	-4.0	-5.6	-6.7	-4.8	109.8	-4.3
O=C(CC12CC3CC(CC(C3)C1)C2)N1CCOCC1	-5.3	4.3	4.5	0.8	-27.7	·	·	·	0.4
Cc1ccc(-c2cc(C(F)(F)F)c(C#N)c(SCCC#N)n2)o1	-10.3	24.0	2.7	-0.3	3.4	9.3	9.2[fluorescence artefact?]	96.0	-1.3
O=C(Cn1cc(/C=N/NC(=O)c2cccc(C(F)(F)F)c2)c2ccccc21)Nc1ccc(F)cc1	-3.4	3.8	·	-8.3	·	·	·	·	-6.1
N#Cc1ccccc1NC(=O)c1ccccc1OCC(=O)Nc1ccc2c(c1)oc1ccccc12	-7.1	2.7	·	-2.7	·	27.0[fluorescence artefact?]	22.7	175.2	-10.8
Cc1cccc(C(=O)NNC(=O)C(=O)NC(C)(C)C)c1	-20.5	1.6	·	-11.9	·	·	·	·	-3.1
COc1ccc(S(=O)(=O)Nc2ccc(C)cc2)cc1N(C)S(=O)(=O)c1ccc(Cl)cc1	1.8	11.0	·	-16.3	·	·	·	·	1.2
CCOc1ccc(-c2nnc3sc(-c4c(OC)cccc4OC)nn23)cc1	-8.5	-4.0	·	-4.5	·	31.0	34.9[fluorescence artefact?]	184.5	5.7
Cc1cc(C)c(S(=O)(=O)Nc2ccc[nH]c2=O)c(C)c1	-9.9	-0.8	1.6	1.7	15.7	-31.8	-35.7	93.7	2.4
COc1ccccc1NC(=O)COc1cccc(-n2cnnn2)c1	·	·	-1.4	·	-9.5	-0.3[fluorescence artefact?]	-0.2[fluorescence artefact?]	114.4	·
O=C(NCCC1=CCCCC1)c1coc(=O)c(Br)c1	-4.2	-0.8	-3.9	26.8	-9.7	·	·	·	-3.9
Cc1c(S(=O)(=O)Nc2ccc3c(c2)OCCO3)c(=O)n(C)c(=O)n1C	-4.9	5.9	-5.0	11.5	17.7	4.6	-4.4	109.1	1.1
CC(O)CNC(=O)c1ccc(-c2nn(C)c(=O)c3ccccc23)cc1 (stereo not drawn)	-5.7	1.0	-0.3	11.4	-21.8	-8.3	5.6	108.2	-0.7
O=C(Nc1ccc(N2CCOCC2)cc1)C1(S(=O)(=O)c2ccccc2)CC1	·	·	12.8	·	-24.7	11.2	-6.6	117.6	·
O=C(CN1C(=O)C2CCCCC2C1=O)Nc1nc(-c2ccccn2)cs1 (stereo not drawn)	1.7	8.3	-2.8	-4.3	-0.7	7.0	4.4	62.9	0.8
O=C(c1cc(-c2ccccc2)nc2ccccc12)N1CCN(c2ccccn2)CC1	-6.6	2.9	5.9	2.4	-20.6	-7.4	2.4	95.9	1.9
C=CCn1c(C)cc(C)c(C#N)c1=O	-0.7	1.4	·	6.6	·	·	·	·	-3.6
CCOC(=O)CNC(=O)Nc1cc(C(C)(C)C)nn1-c1ccccc1	·	·	-1.6	·	-1.7	1.0	-5.1	85.3	·
Cc1ccc(S(=O)(=O)NCCCN(C)C)cc1	3.3	0.7	0.9	7.5	2.0	-3.5	-4.6	123.3	0.1
O=C(O)CCCC(=O)Nc1ccccc1-n1ccnc1	-16.7	12.6	-1.9	-7.9	4.8	1.5[fluorescence artefact?]	3.4[fluorescence artefact?]	114.0	3.4
O=c1oc(-c2ccccc2NS(=O)(=O)c2ccccc2)nc2ccccc12	-18.1	1.8	-2.0	17.1	-14.9	·	·	·	-1.8
O=C(Nc1ccccc1)c1cnc[nH]1	-4.2	9.2	2.3	-5.7	-3.7	·	·	·	0.8
COc1ccccc1N1CCN(C(=O)c2oc3cc(C)c(C)cc3c2C)CC1	-12.0	0.8	2.1	16.8	0.9	-11.2	-8.6	95.0	-2.6
Cc1c(F)cccc1NC(=O)CCC(=O)O	-7.2	8.1	-4.5	-2.4	-21.5	-3.4	-2.7	96.2	3.9
COc1ccc(/C=N/n2c(SC)nnc2-c2ccccc2)c(OC)c1OC	5.3	12.6	-6.2	11.9	25.5	7.9	-0.5[fluorescence artefact?]	84.4[fluorescence artefact?]	-2.0
COC(=O)c1cn(NC(=O)c2ccc(F)cc2)c(=O)c2ccccc12	-6.9	1.6	·	-8.7	·	15.4[fluorescence artefact?]	33.0	85.2	-0.3
COc1cccc(-c2cc(C(F)(F)F)nc(N3CCN(c4ccccc4)CC3)n2)c1	-5.4	8.0	-1.5	-10.4	-19.1	·	·	·	-0.1
COc1ccc(CNC(=O)COC(=O)c2n[nH]c3ccccc23)cc1	-6.8	4.7	-2.2	-16.9	-1.1	3.0	-1.6	108.1	0.8
N#CC(=C1CCCC1)c1nc(-c2ccc(Cl)cc2)cs1	-8.8	13.5	·	2.4	·	-5.6	-5.5	103.3	-4.5
CC(=O)Nc1ccc(S(=O)(=O)NCc2ccc(C(=O)NCc3ccc(Cl)cc3)cc2)cc1	0.0	1.3	-2.1	-5.0	-0.3	28.4[fluorescence artefact?]	23.5[fluorescence artefact?]	150.2[fluorescence artefact?]	8.5
Cc1cc(C(C)(C)C)oc1C(=O)N(CC(=O)NC1CCCC1)Cc1ccc(F)cc1	-0.3	3.0	3.5	1.6	-35.4	·	·	·	-4.8
CCCNC(=O)C1CNc2ccccc2O1 (stereo not drawn)	-10.4	6.6	-5.2	-12.5	4.5	-17.6	-6.2	106.9[fluorescence artefact?]	0.7
Cc1ccsc1C(=O)OCC(=O)NCC1CCCO1 (stereo not drawn)	·	·	-4.5	·	1.9	-8.5	-5.2	94.2	·
CCCCCCOC(=O)/C=C/c1c(C)[nH]c(=O)[nH]c1=O	-11.5	7.0	-6.8	-37.4	92.3	·	·	·	0.4
Cn1c(=O)c(C(=O)Nc2ncccn2)c(O)c2ccccc21	·	·	36.9	·	18.0	-0.9	0.3	100.4	·
CC1Cc2ccccc2N1Cc1nc2cc(C(F)(F)F)ccc2c(=O)[nH]1 (stereo not drawn)	0.0	1.3	·	-8.0	·	-3.6	-1.6	95.8	-3.9
CCn1ncc(/C=N/O)c1C	0.5	9.6	-1.1	2.8	7.3	1.1	-4.2	103.9	-0.3
CCCCN(CC)C(=O)c1cc2cc3ccc(OC)cc3nc2o1	-12.6	10.7	-0.5	-15.9	12.5	-5.7	-0.6	104.7	-3.9
Cc1ccc(NC(=O)CSc2nnc(COc3ccc(C#N)cc3)n2-c2ccccc2)cc1C	-13.3	8.3	3.0	0.5	-1.1	0.7[fluorescence artefact?]	3.1	116.7	-1.3
Cc1cccc(CCNS(=O)(=O)c2ccc3c(c2)n(C)c(=O)c(=O)n3C)c1	-5.0	-0.8	2.9	-6.3	1.8	2.0[fluorescence artefact?]	-0.2[fluorescence artefact?]	111.4	-0.1
O=C(CSCCO)Nc1cccc2ccccc12	-4.5	5.8	-2.4	-8.4	7.5	-22.9	-10.0	152.1	-0.2
CCOC(=O)N1CCC(NC(=O)CC(NS(=O)(=O)c2ccc(C)cc2)c2ccco2)CC1 (stereo not drawn)	·	·	-1.3	·	-12.1	4.0	-2.0	101.5	·
COc1ccc(-c2cn3c(C)c(C(=O)Nc4ccncc4)sc3n2)cc1	7.8	6.0	1.4	-3.1	7.8	-2.4	-3.0[fluorescence artefact?]	345.4*	18.1
COc1cc(/C=N/c2oc(-c3ccccc3)cc2C#N)ccc1O	-7.4	39.8*	-3.4	-17.8	18.0	·	·	·	-0.1
Cc1cc(C)nc(SC2CCCCC2O)n1 (stereo not drawn)	-9.3	0.5	-4.3	9.9	-1.5	-11.1	-0.5[fluorescence artefact?]	106.0	-0.2
